M1 antag: human CHRM1 antagonism. P11229. CHO-K1 hM1, Fluo-8 calcium fluorescence, ACh EC80 antagonist. inhibition, % at 3 µM. 1.3% of 360,000 active. AID 588852;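 active = percent inhibition above its own plate's cutoff, namely the mean of that plate's compound wells plus 3 SD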;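 also: peak over basal fluorescence ratio during 140 s after agonist addition; 0% = ACh EC80 plus DMSO and 100% = DMSO alone without agonist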
Target sequence (P11229 whole entry, looked up): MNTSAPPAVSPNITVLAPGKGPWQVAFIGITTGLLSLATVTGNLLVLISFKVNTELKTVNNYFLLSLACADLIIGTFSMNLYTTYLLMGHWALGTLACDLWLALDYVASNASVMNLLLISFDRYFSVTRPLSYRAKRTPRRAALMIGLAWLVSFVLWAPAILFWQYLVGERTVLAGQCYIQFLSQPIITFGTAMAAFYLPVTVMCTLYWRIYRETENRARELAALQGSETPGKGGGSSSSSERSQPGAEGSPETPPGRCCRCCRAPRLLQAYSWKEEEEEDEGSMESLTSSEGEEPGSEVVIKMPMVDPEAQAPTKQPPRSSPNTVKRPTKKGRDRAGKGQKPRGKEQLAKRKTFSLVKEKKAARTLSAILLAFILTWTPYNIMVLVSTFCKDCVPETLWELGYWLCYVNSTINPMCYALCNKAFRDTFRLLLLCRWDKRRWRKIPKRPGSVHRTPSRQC
CHRM5 agonist: CHRM5 agonism in calcium assay; P08912; CHO-K1 hM5 cells, Fluo-8 calcium fluorescence; 0% DMSO wells, 100% maximal acetylcholine response; activation, % at 3 µM; 0.19% of 360,000 active;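 active = activation above the run's mean over test compounds plus 3 SD, cut at about 23% in these data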;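 also: signal is peak over basal fluorescence ratio across the kinetic read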
M4 antag: blocks acetylcholine activation of human M4 receptor; P08173; CHO-hM4 cells, ACh EC80, Fluo-8 calcium fluorescence; inhibition, % at 3 µM; 0.73% of 360,000 active; AID 624125;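 active = inhibition above its plate's cutoff, the mean inhibition of sample wells plus 3 SD, cut at about 27% in these data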;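 also: 0% = acetylcholine EC80 with DMSO and 100% = DMSO without agonist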
Target sequence (P08173 whole entry, looked up): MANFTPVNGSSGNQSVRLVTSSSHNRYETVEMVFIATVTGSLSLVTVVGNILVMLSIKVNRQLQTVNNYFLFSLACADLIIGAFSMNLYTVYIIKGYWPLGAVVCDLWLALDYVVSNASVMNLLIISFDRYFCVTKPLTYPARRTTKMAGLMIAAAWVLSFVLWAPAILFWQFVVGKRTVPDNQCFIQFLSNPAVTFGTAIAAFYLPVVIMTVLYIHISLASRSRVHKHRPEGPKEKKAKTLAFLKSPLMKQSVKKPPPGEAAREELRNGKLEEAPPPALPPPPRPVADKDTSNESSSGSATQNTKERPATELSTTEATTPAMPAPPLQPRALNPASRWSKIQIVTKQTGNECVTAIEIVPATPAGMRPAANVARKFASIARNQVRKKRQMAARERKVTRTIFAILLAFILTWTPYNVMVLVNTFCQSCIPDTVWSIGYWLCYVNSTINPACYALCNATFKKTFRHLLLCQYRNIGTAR
CHRM1 PAM: potentiates human M1 receptor response to acetylcholine; AID 588819; CHO-K1 hM1, Fluo-8 calcium fluorescence, ACh EC20; 0% = ACh EC20, 100% = maximal ACh; P11229; 0.088% of 360,000 active; activation, % at 3 µM; in the data active = activation above about 19%, passing the limit was not always enough
TAAR1 agonist: human TAAR1 agonism; CHO RD-HGA16 TAAR1, Fluo-8 calcium fluorescence; vehicle wells 0%, saturating PEA agonist 100%; activation, % at 3 µM; 0.99% of 360,000 active;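 active = activation above the mean activation of all test compounds in the run plus 3 SD, cut at about 38% in these data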
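test system = CHO RD-HGA16 cells carrying human TAAR1 plus Gα16 | schedule = 17-24 h seeding, 75 min 37 °C dye, 30 min RT | compound dosing = 3 µM single concentration | control set = DMSO and PEA EC100 | replicates = n 1 | signal = Fluo-8 fluorescence, 5 s baseline then 140 s kinetic read | measure = percent activation vs PEA EC100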
CHRM1 agonist: human M1 muscarinic receptor agonism | 0.33% of 360,000 active | activation, % at 3 µM | CHO-K1 hM1, Fluo-8 calcium fluorescence, agonist mode; 0% DMSO, 100% acetylcholine EC100 | P11229;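 active = activation above the run's mean compound activation plus 3 SD, cut at about 16% in these data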;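 also: peak over basal fluorescence ratio within a 140 s kinetic read after compound addition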
M5 antag: CHRM5 antagonism in calcium assay. inhibition, % at 3 µM. CHO-hM5 cells, Fluo-8 calcium fluorescence, ACh EC80. 0.59% of 360,000 active;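 active = inhibition above a per-plate cutoff, the mean of that plate's test compounds plus 3 SD, cut at about 27% in these data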;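 also: 0% = acetylcholine EC80 with DMSO and 100% = DMSO without agonist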
CHRM5 PAM: positive allosteric modulators of human muscarinic M5 receptor; P08912; CHO-K1 hM5, Fluo-8 calcium, ACh EC20 PAM; 0% = ACh EC20, 100% = ACh EC100; activation, % at 3 µM; 0.3% of 360,000 active;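 active = activation above the run cutoff, the mean activation of all test compounds plus 3 SD, cut at about 18% in these data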
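system = human M5 receptor in CHO-K1 cells | compound = one concentration, 3 µM final (nominal) | schedule = Post-acetylcholine fluorescence recording 140 s | signal = Fluo-8 calcium dye fluorescence, kinetic read | benchmarks = low control EC20 acetylcholine (0%), high control EC100 acetylcholine (100%) | repeats = singlicate, one well per test compound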
M4 ag: CHRM4 agonism in calcium assay; 0.14% of 360,000 active; activation, % at 3 µM; P08173; AID 624127; CHO-K1 hM4/Gqi5, Fluo-8 calcium fluorescence; vehicle 0%, full acetylcholine response 100%;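 active = activation above the run mean over all test wells plus 3 SD, cut at about 32% in these data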;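 also: peak over basal fluorescence ratio per well then scaled between controls; 0% = DMSO wells and 100% = acetylcholine at EC100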
Starred values were filed as active, the others as inactive; nt = not tested or not shown. This is a subset; count on the stated rates, not on these rows.

Each structure is followed by: M1 antag	CHRM5 agonist	M4 antag	CHRM1 PAM	TAAR1 agonist	CHRM1 agonist	M5 antag	CHRM5 PAM	M4 ag
1: CCCCCNC(=O)C(c1ccc(OC)cc1)n1c(=O)c(-c2ccco2)nc2ccccc21 (stereo not drawn)
  nt	2	4	nt	-2	nt	5	0	1
2: O=C(NC1CCCCC1)c1ccc2c(=O)n(CC3CCCO3)c(=O)[nH]c2c1 (stereo not drawn)
  -14	-4	-2	11	1	-2	4	-7	2
3: Cc1ccc(Cn2cc(SCC(=O)Nc3nccs3)c3ccccc32)cc1
  13	-2	-3	-2	0	-2	11	-3	0
4: FC(F)(F)c1ccc(Cl)c(-n2c(-c3ccco3)n[nH]c2=S)c1
  3	1	1	-5	-1	-6	13	-12	13
5: CCCOc1cccc(-c2cc(-c3n[nH]c(=S)n3CC)c3ccccc3n2)c1
  -9	-3	4	8	18	-3	11	-14	0
6: CCN1CCN(C(=O)Nc2ccc(Cc3ccc(NC(=O)N4CCN(CC)CC4)cc3)cc2)CC1
  17	-3	-1	-5	3	-9	3	0	1
7: COCCCN1C(=O)C(=O)/C(=C(/O)c2ccc(OC)cc2)C1c1cccc(OC)c1 (stereo not drawn)
  4	-3	0	2	4	1	6	-6	1
8: CCOc1ccc(CC(=O)Nc2sc(Cc3ccccc3)cc2C(N)=O)cc1OCC
  5	2	3	15	2	15	10	-4	-1
9: O=C(O)C1CCN(C(=O)c2ccccc2Cl)CC1
  -3	-2	6	6	6	-3	9	-3	0
10: Cc1cccc(Nc2nc(NCCO)nc(N3CCCC3)n2)c1
  -5	-2	6	14	6	-3	19	-1	2
11: CC(C)CSc1nnc2[nH]c(=O)cc(N)n12
  -5	2	-3	5	2	0	1	-4	1
12: NS(=O)(=O)c1ccc(NC(=S)NCc2cccs2)cc1
  2	-4	5	6	1	-4	-1	-3	1
13: CCN(CC(=O)Nc1c(F)cccc1F)C(=O)c1cc(C)oc1C
  1	-1	2	-5	1	-1	-1	-4	0
14: O=C(NCc1ccc(Cl)cc1)C1CCN(C(=O)Cc2ccccc2)CC1
  -11	-2	-4	10	1	-5	3	1	3
15: Cc1cccc(C)c1NC(=S)N1CCCN(C)CC1
  -7	-4	7	4	3	-5	3	11	0
16: O=C(CN1CCN(c2cccc(C(F)(F)F)c2)CC1)NCc1ccccc1
  11	1	-11	-4	3	0	2	16	1
17: O=C([C@@H]1CCCN1C(=O)c1cccs1)N1CCN(S(=O)(=O)c2ccccc2F)CC1
  -2	0	-11	1	10	-6	17	-8	2
18: Cn1c(N)c(C(=O)COC(=O)CNC(=O)c2ccc(Cl)cc2Cl)c(=O)n(C)c1=O
  -6	-1	-7	4	2	-4	12	1	1
19: Cc1cccc(Cn2c(-c3ccc[nH]c3=O)nc3ccccc32)c1
  -13	-4	-3	11	1	-5	6	5	1
20: N#CC1=C2SCN(Cc3ccco3)CN2C(=O)CC1c1ccc(Cl)cc1 (stereo not drawn)
  -2	2	-4	-1	4	-2	2	-6	2
21: Cc1ccc(F)c(S(=O)(=O)NC(=O)C2(C)CCN2C(=O)Cc2ccccc2Cl)c1 (stereo not drawn)
  -13	3	-8	6	1	-1	-3	3	11
22: Cc1cccc(NC(=O)c2ccc3nccnc3c2)c1C
  -3	2	5	1	-4	-3	-6	6	2
23: c1ccc(CCc2nc(-c3ccccn3)no2)cc1
  -2	1	0	5	-1	-2	-7	8	0
24: COC(=O)CCC(=O)Nc1ccccc1C(N)=O
  0	2	0	7	4	-3	3	-4	0
25: COc1ccc2nc(N3C(=O)CNC3=S)sc2c1
  3	4	8	2	0	1	-2	2	1
26: Cc1ccccc1-n1cnc2c(sc3nc(N4CCOCC4)c4c(c32)CCCC4)c1=O
  14	-1	1	-7	-1	-3	19	-21	12
27: Cc1ccccc1C(=O)N1CCC(C(=O)Nc2cc(C(F)(F)F)ccc2N2CCCC2)CC1
  0	-1	-4	6	9	-3	3	3	1
28: COc1cccc(/C=C/C(=O)OCC(=O)c2c[nH]c3ccccc23)c1
  0	-2	-2	-2	0	-3	9	-28	18
29: Cc1cccc(NC(=O)COC(=O)c2ccccn2)c1
  7	0	-3	-4	2	-4	-7	0	2
30: COc1ccc(NC(=O)CN(C)CC(=O)Nc2ccc(N3CCOCC3)cc2)c([N+](=O)[O-])c1
  -1	2	-19	4	2	1	-9	6	4

(more compounds)
Each structure is followed by: M1 antag	CHRM5 agonist	M4 antag	CHRM1 PAM	TAAR1 agonist	CHRM1 agonist	M5 antag	CHRM5 PAM	M4 ag
31: NC(=O)C(c1ccccc1)c1ncc(C(F)(F)F)cc1Cl (stereo not drawn)
  -6	2	6	10	2	-1	5	2	0
32: COc1ccc(CNC(=O)c2ccc[nH]2)cc1Cl
  11	-1	0	3	17	-3	6	-3	1
33: NS(=O)(=O)c1ccc(CNC(=O)c2cc(-c3cccs3)nc3ccccc23)cc1
  24	-1	30*	-9	15	0	16	-16	16
34: C=CCn1c(SCCN2CCCC2)nc2c([nH]c3ccccc32)c1=O
  12	-11	8	-12	0	-11	4	-1	0
35: O=C(COC(=O)c1sc2cc(F)ccc2c1Cl)Nc1ncc(Cl)cc1Cl
  -5	0	-2	3	9	1	-2	-3	1
36: Cn1c(=O)c2cc(S(=O)(=O)NCCC(=O)Nc3ccc(Cl)cc3)ccc2n(C)c1=O
  -7	-7	-22	1	7	-13	-14	2	3
37: Cc1cc(C)c2c(n1)SCC(=O)N2CC(=O)NCCC1=CCCCC1
  -6	2	-8	3	8	-4	-1	1	1
38: NC(=O)CSc1nnc(-c2ccc([N+](=O)[O-])cc2)o1
  7	1	-6	0	0	-2	0	-2	1
39: N#Cc1c(-c2cccs2)nc(SCC(=O)c2cccs2)[nH]c1=O
  -8	0	-1	7	20	-1	11	4	0
40: CN(C)C(=O)c1cc2cc([N+](=O)[O-])ccc2s1
  -8	-4	-7	6	7	-2	-1	1	1
41: CCOc1ccc(NS(=O)(=O)CC23CCC(CC2=O)C3(C)C)cc1 (stereo not drawn)
  1	-2	-6	7	5	-4	-1	0	0
42: CCOC(=O)Cn1c(=O)n(Cc2ccc(OC)cc2)c(=O)c2cccnc21
  -7	0	-11	15	9	0	-3	2	2
43: Cc1cc(C)c(C(O)c2ncc(-c3cccc4ccccc34)[nH]2)c(C)c1 (stereo not drawn)
  -3	-2	-16	9	4	3	3	-1	2
44: COc1ccccc1CNC(=O)c1ccccc1N(C)S(C)(=O)=O
  -2	-3	-11	7	13	-7	-8	5	1
45: CCc1cccc(NC(=O)c2cccc(S(=O)(=O)N3CCN(C)CC3)c2)c1
  -3	-2	0	2	8	-6	5	7	1
46: COc1ccc(NC(=O)Cn2nc3n(c2=S)CCC3)cc1
  -40	-6	2	9	12	-3	-7	2	0
47: COc1ccc(NC(=O)NCCCN2CCN(c3ccccc3F)CC2)cc1
  -1	-1	-6	5	4	-2	14	-7	2
48: COc1cc(NS(=O)(=O)c2ccc3c(c2)oc(=O)n3C)cc(OC)c1OC
  18	3	7	-10	1	-3	8	-5	3
49: C=CCN(c1ccc(C(=O)NCCSc2ccccc2)cc1)S(C)(=O)=O
  -12	4	-10	8	21	-2	-4	10	2
50: S=C(c1cn(Cc2ccc(Br)cc2)c2ccccc12)N1CCOCC1
  -2	0	-4	8	0	-3	-6	-6	0
51: Oc1ccc2cc(Br)ccc2c1CN1CCCC1
  0	-1	2	5	0	3	1	13	1
52: Cc1ccc(C2CC(c3ccccc3)=NN2c2ccc(S(N)(=O)=O)cc2)cc1 (stereo not drawn)
  -6	1	-1	-6	0	0	7	-4	1
53: Cn1c(SCC(=O)NCC2CCCO2)nnc1-c1cccc(NC(=O)c2ccccc2F)c1 (stereo not drawn)
  -20	-2	-4	11	5	-5	4	9	3
54: CN(C)S(=O)(=O)c1ccc(C(=O)N2CCC(c3nc4ccccc4o3)CC2)cc1
  -9	-13	1	5	0	-4	2	-3	0
55: COc1ccc(/C=N/N(C(C)=O)c2nc(-c3ccc(C)cc3)cs2)cc1
  -10	-1	3	7	8	-1	-2	4	0
56: O=C(c1nc(SCc2ccc([N+](=O)[O-])cc2)n2ccccc12)C(F)(F)F
  0	1	-7	5	7	-4	14	-16	16
57: Cc1ccc(NC(=O)c2nsc(Cl)c2Cl)cc1
  -10	-5	2	3	9	-5	12	0	1
58: COc1ccc(C2OC(=O)CC2C(=O)NCc2ccccc2Cl)cc1OC (stereo not drawn)
  4	-1	2	4	1	-4	10	-1	1
59: CCC/C=C1/CCCOC(C(=O)NCCNCCO)(C(F)(F)F)C1 (stereo not drawn)
  -8	1	3	6	7	-4	13	-3	0
60: CCOc1ccc(S(=O)(=O)N2CCCCC2)cc1NC(=O)Cc1cccc(C(F)(F)F)c1
  7	0	5	-5	7	-3	2	1	1

More records.
Each structure is followed by: M1 antag	CHRM5 agonist	M4 antag	CHRM1 PAM	TAAR1 agonist	CHRM1 agonist	M5 antag	CHRM5 PAM	M4 ag
61: CC1(C(=O)NCc2ccccc2Br)CCN1Cc1ccc(-c2ccccc2)o1 (stereo not drawn)
  -12	-3	6	0	3	-3	0	0	-1
62: C[C@H](CO)N1C[C@H](C)[C@@H](CN(C)Cc2ccncc2)Oc2c(NC(=O)CCC(F)(F)F)cccc2C1=O
  -8	2	0	8	0	-10	1	10	2
63: CCNS(=O)(=O)c1ccc(C(=O)OCc2cc(=O)oc3cc(OC)ccc23)cc1
  -12	0	-10	3	3	-8	4	-3	6
64: Cc1nnc2ccc(-c3cccc(NC(=O)c4ccco4)c3)nn12
  -13	0	-1	5	-1	-3	6	-6	2
65: CCc1ccc(OCC(=O)Nc2ccc3oc(=O)ccc3c2)cc1
  -13	0	11	11	6	-2	7	-3	10
66: CSCCC(NC(=O)c1ccccc1Br)C(=O)NNC(=O)c1ccco1 (stereo not drawn)
  -5	4	2	19	10	3	-2	-8	0
67: COc1ccc(-c2noc(CN(C)S(=O)(=O)c3ccc(C)cc3)n2)cc1
  13	0	0	-5	1	-2	9	-15	8
68: O=C(NCc1cccnc1)NC1(c2ccccc2)CC1
  -10	0	-15	15	1	9	8	-9	1
69: OC(c1ccc(F)c(F)c1)c1nc(-c2cccc3cccnc23)cs1 (stereo not drawn)
  -3	0	-4	3	2	-4	3	1	1
70: CCOC(=O)c1sc(-c2ccccc2)cc1N
  -2	-2	7	4	-1	-4	12	-10	-1
71: CCCCC(=O)NC(NC(=O)CCCC)c1ccc(OCCC)c(OC)c1
  1	-2	-3	1	8	-2	2	0	0
72: CC(C)n1ncc2c(C(=O)Nc3ccc(S(C)(=O)=O)cc3)cc(C3CC3)nc21
  11	-4	6	-4	-1	-6	2	-2	1

Assay outcomes deposited in PubChem BioAssay by The Scripps Research Institute Molecular Screening Center.
